# Pf Dd2 growth: inhibitors of Plasmodium falciparum Dd2 growth | Potency, µM (highest dose often 28.9 µM), without a hit: at the highest dose activity, negative = inhibition, usual class: inhibitors | hit rate 4.3% among 120,000 | AID 1347417 | P. falciparum Dd2 growth, SYBR Green, 72 h; active = well fitted inhibition curve with a large enough effect; inconclusive = small, poorly fitted or top-dose-only effect; inactive = no such curve, though single readings can be large or run the other way;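 note: plate controls were DMSO vehicle for no effect and reference drug for full effect; nearly all actives have a fitted effect of over 65% in size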
#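 Readout: SYBR Green fluorescence, 485 nm excitation, 535 nm emission, after ~16 h lysis at 37C. Before that, Dd2-infected red cells (2.5% hematocrit) grew 72 h with compound, 29 uM top final concentration.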
# The depositor's hits bear a star; i = inactive; ? = inconclusive; [ ] = remark or other dose. Potency is the fitted concentration of half-maximal effect.
O=C(NCC(c1ccc2c(c1)OCO2)N1CCOCC1)c1cccc(Cl)c1 (stereo not drawn)
  Pf Dd2 growth: -24%
COc1cc2c(cc1NC(=O)COc1ccc(Br)cc1C)oc1ccccc12
  Pf Dd2 growth: 77%[activator]
Cc1noc2c(-c3cccc(CO)c3)cc(-c3cccc(C(F)(F)F)c3)nc12
  Pf Dd2 growth: -21%[44.1 µM]
COc1ccccc1C(=O)N1CCC(C(NC(=O)c2ccccc2)C(=O)N2CCCCC2)CC1 (stereo not drawn)
  Pf Dd2 growth: i
COc1ccc(OC)c(CNC(=O)c2ccc3c(c2)N(C)C2CCCCN2C3=O)c1 (stereo not drawn)
  Pf Dd2 growth: i
COC(=O)CCN(c1ccccc1)C(CNS(=O)(=O)c1ccccc1)c1ccccc1 (stereo not drawn)
  Pf Dd2 growth: ?
COc1ccc(CNC(=O)Cn2nc(C)c3sc(-c4ccccc4)nc3c2=O)cc1
  Pf Dd2 growth: ?
COc1cc(OC)cc(C(=O)N2CCC[C@H]2c2nc(-c3ccc(OC)c(OC)c3)no2)c1
  Pf Dd2 growth: 14%
O=C(c1ccncc1)N1CC2CCC(C1)N2Cc1ccccc1
  Pf Dd2 growth: -3%
O=C(CCc1ccccc1)N1CCN(C(=O)c2nnn3c2COC(c2ccc(Cl)cc2)C3)CC1 (stereo not drawn)
  Pf Dd2 growth: -19%

COc1cccc(CNC(=O)c2cc3n(n2)CC(c2ccc4c(c2)OCO4)OC3)c1 (stereo not drawn)
  Pf Dd2 growth: i
Cc1ccc(C)c(C(O)Cn2ccn3nc(-c4cccc(Br)c4)cc3c2=O)c1 (stereo not drawn)
  Pf Dd2 growth: ?
CC1(C)[C@H]2CC[C@@H](CNC(=O)c3cc(F)ccc3Br)[C@@H]1C2
  Pf Dd2 growth: -29%[44.1 µM]
COc1ccc(-c2noc(COC(=O)C3=CN(Cc4ccccc4)S(=O)(=O)N=C3C)n2)cc1
  Pf Dd2 growth: ?
Cc1nc2nc(NC(=O)c3ccc(C(C)(C)C)cc3)[nH]n2c(=O)c1Cc1ccccc1
  Pf Dd2 growth: 18%
C[C@@H](NC(=O)c1cnccn1)c1c(-c2ccc(F)cc2)noc1C(=O)O
  Pf Dd2 growth: i
O=C(c1ccncc1)N1CCC(N2C(=O)C3(CCCC3)C2c2ccccc2)CC1 (stereo not drawn)
  Pf Dd2 growth: i
C1=CCC(c2nc(C3CCOCC3)nn2-c2cccnc2)C1
  Pf Dd2 growth: 2%
O=C(NC1CCCC1)N1CCc2nc(-c3ccc(Cl)cc3)nc(-c3ccccc3)c2C1
  Pf Dd2 growth: i
C=CCNC(=O)c1cnn2c1CN(C(=O)c1ccccc1)CC2
  Pf Dd2 growth: -7%

Cc1cc(N2CCC(C(=O)N(CC(C)C)CC(C)C)CC2)n2nc(C)c(-c3ccc(Cl)cc3)c2n1
  Pf Dd2 growth: 24%
O=C1C(N2CCN(Cc3ccc[nH]3)CC2)CCN1Cc1cccnc1 (stereo not drawn)
  Pf Dd2 growth: i
CNCc1ccccc1-c1ccccc1
  Pf Dd2 growth: 11µM*
CCOc1ccc(-c2nc(SCC(=O)Nc3ccc4c(c3)OCO4)c(-c3ccc(F)cc3)[nH]2)cc1
  Pf Dd2 growth: -8%
C[S+](=O)([O-])Nc1cccc(Nc2cnc3ccc(-c4cccc(CO)c4)nn23)c1
  Pf Dd2 growth: -2%[44.1 µM]
CCc1nc(-c2ccc(OC3CCN(C(=O)c4sc(C)nc4C)C3)cc2)no1 (stereo not drawn)
  Pf Dd2 growth: -11%[5.79 µM]
COc1ccc(NC(=O)CSc2nc3nc(C)cc(C)n3n2)cc1
  Pf Dd2 growth: -11%
Cc1cc(Nc2cccc(C(F)(F)F)c2)nc2ccc(NC(=O)c3cncc(Br)c3)cc12
  Pf Dd2 growth: 0.18µM*
CCc1cccc(C)c1NC(=O)CSc1nnc(CC)n2c1cc1occc12
  Pf Dd2 growth: ?
Cc1ccc(-n2c(SCc3nc(-c4ccc(Cl)cc4)no3)nnc2-c2ccncc2)cc1
  Pf Dd2 growth: ?

CCNC(=O)[C@H]1CCC[C@H]1NC(=O)c1ccc(OC)cc1
  Pf Dd2 growth: -14%
O=C(NC1CC(=O)N(c2ccc(Cl)cc2)C1)c1cccs1 (stereo not drawn)
  Pf Dd2 growth: i
CCn1cc(C(=O)OCC(=O)Nc2cccc(Cl)c2C)c(=O)c2ccc(C)nc21
  Pf Dd2 growth: 28%
COc1ccc(CN2CCc3nn(CC(C)C)c(=O)n3CC2)cc1Cn1ccnc1
  Pf Dd2 growth: 7%
Cc1cc(C)c2[nH]c(C(=O)N(C)Cc3ccc4nsnc4c3)c(C)c2c1
  Pf Dd2 growth: ?
O=C([C@@H]1C[C@H](Oc2ccccc2)CN1C(=O)C1CCCC1)N1CCOCC1
  Pf Dd2 growth: 6%
COc1ccccc1N1CCN([C@@H]2[C@H](O)[C@H](CO)O[C@@H]2CNC(=O)c2cccs2)CC1
  Pf Dd2 growth: -7%
O=C(c1ccco1)N1CCC[C@H]1c1nc(-c2ccccc2)no1
  Pf Dd2 growth: ?
CCN(C(=O)NCc1noc2ccccc12)c1cc(C)ccc1C
  Pf Dd2 growth: 6%
CC1CCc2nn3ccn(CC(=O)Nc4cccc(Cl)c4)c(=O)c3c2C1 (stereo not drawn)
  Pf Dd2 growth: -29%

COc1ccc(C(=O)NCC(c2ccco2)S(=O)(=O)c2cccs2)cc1OC (stereo not drawn)
  Pf Dd2 growth: i
CCOC(=O)c1c(S(=O)(=O)NCC(=O)Nc2ccc(Cl)c(C(F)(F)F)c2)c(C)n(C)c1C
  Pf Dd2 growth: -17%
CCOc1ccc2c(c1)c(=O)c(C(=O)c1ccc(C)cc1)cn2Cc1ccccc1OC
  Pf Dd2 growth: ?
CC(=O)N1CCCc2cc(S(=O)(=O)N3CCCC(C(=O)N4CCN(c5ccccc5)CC4)C3)ccc21 (stereo not drawn)
  Pf Dd2 growth: ?
O=S(=O)(c1ccc2c(c1)OCCO2)N1CCC(Cc2nc(-c3cccnc3)n[nH]2)C1 (stereo not drawn)
  Pf Dd2 growth: ?
Cc1[nH]c(=O)[nH]c(=O)c1S(=O)(=O)Nc1cccc(Cl)c1C
  Pf Dd2 growth: 29%
CC(C)COc1ccc(C(=O)N2CCN(CCc3ccccn3)CC2)cc1
  Pf Dd2 growth: 48%[activator]
CCCCN1CC(c2nc3ccccc3n2CCCCOc2c(C)cccc2C)CC1=O (stereo not drawn)
  Pf Dd2 growth: ?
COC(=O)c1cc(NC(=O)CCS(=O)(=O)c2cc(Br)cc3c2N(C(=O)C2CC2)CC3)cc(C(=O)OC)c1
  Pf Dd2 growth: 10%
CN1CCOc2c(C(=O)NCc3cccnc3)cc(-c3cccc4[nH]ccc34)cc21
  Pf Dd2 growth: ?

CCc1ccc(OC(=O)CSc2nnc(-c3ccc4c(c3)OCO4)o2)cc1
  Pf Dd2 growth: 25%
O=C(NC1C[C@H]2CC[C@@H](C1)N2C(=O)CCC1CCCCC1)c1ccncc1 (stereo partly drawn)
  Pf Dd2 growth: i
CCN(CC)C(=O)CSc1nnc2ccc3ccccc3n12
  Pf Dd2 growth: -5%
Cc1ccc(-c2nc(CS(=O)(=O)CC(=O)NCc3ccccc3Cl)c(C)o2)cc1
  Pf Dd2 growth: 0%
COc1ccc(CNC(=O)c2ccc3c(c2)N(Cc2ccccc2F)C(=O)c2ccccc2S3(=O)=O)cc1
  Pf Dd2 growth: i
CCc1ccc(CN(Cc2ccco2)C(=O)COc2ccccc2Cl)cc1
  Pf Dd2 growth: ?
COCCOCc1nc(C2CCN(C(=O)Nc3ccc(C(=O)OC)cc3)CC2)no1
  Pf Dd2 growth: ?
O=C1c2c(nc(CNCC3CC3)n2Cc2ccccc2)NCCN1Cc1ccccc1
  Pf Dd2 growth: ?
CC(c1ccon1)N(C)C(=O)c1csc2nc(-c3cccc(C(F)(F)F)c3)cn12 (stereo not drawn)
  Pf Dd2 growth: ?
Cc1nn(C)c(C)c1S(=O)(=O)NCC(=O)N1CCCCCNC(=O)CC1c1ccccc1 (stereo not drawn)
  Pf Dd2 growth: -18%

COCCn1ccc2c(NC(=O)Cn3nc4c(cc3=O)CCCC4)cccc21
  Pf Dd2 growth: ?
CCOc1ccccc1NC(=O)N(C)CC1CCOCC1
  Pf Dd2 growth: 8%
O=C1NCc2ccccc2CC12CCN(Cc1ccc(Oc3ccccc3)cc1)C2 (stereo not drawn)
  Pf Dd2 growth: 11µM*
Cn1nc(C2CCCC2)cc1[C@H]1CN2CC[C@H]1C[C@@H]2CNS(=O)(=O)c1cccs1
  Pf Dd2 growth: ?
CC(C)(C)c1ccc(C(=O)NCC(c2cccs2)S(=O)(=O)c2ccccc2)cc1 (stereo not drawn)
  Pf Dd2 growth: i
Cc1ccccc1C(=O)NC(C(=O)NC(C)C(C)C)C1CCN(C(=O)c2cccs2)CC1 (stereo not drawn)
  Pf Dd2 growth: i
O=C(CC1CCN(C(=O)c2ccoc2)C1)NCc1ccccc1 (stereo not drawn)
  Pf Dd2 growth: i
COc1ccccc1-c1nn(CCC(=O)Nc2ccccc2)c2nc(C)cc(C)c12
  Pf Dd2 growth: 30%[activator]
CCc1cc(=O)n(CC(=O)Nc2cc(OC)ccc2OC)c(-c2cccc(F)c2)n1
  Pf Dd2 growth: -16%
C[C@@H]1CN(c2nc(-c3ccccc3)no2)CC[C@@]1(O)C1CCC1
  Pf Dd2 growth: -13%

Cc1cccc(-c2cc(C(=O)O)c3c(-c4ccc(F)cc4)[nH]nc3n2)c1
  Pf Dd2 growth: 7.9µM*
COCC(=O)NC1CCC12CCN(C(=O)NCc1ccc(C)cc1)CC2 (stereo not drawn)
  Pf Dd2 growth: -2%
COc1ccc(CC(=O)N2CCC3(CC2)CN(c2ncccn2)CC3CO)cc1 (stereo not drawn)
  Pf Dd2 growth: ?
Cc1ccc(OCc2nc(C3CCCCN3C(=O)CCN3C(=O)NC(C)(C)C3=O)no2)cc1 (stereo not drawn)
  Pf Dd2 growth: -15%
Cc1ccc(CCNC(=O)c2ccc(CSCc3ccc(C)cc3)o2)cc1
  Pf Dd2 growth: -11%
COc1ccccc1CNC(=O)[C@H]1CN2CCC1C[C@@H]2Cn1cc(CSc2ccccc2)nn1 (stereo partly drawn)
  Pf Dd2 growth: i
Cc1ccc(NC(=O)C2CCN(S(=O)(=O)c3cccc4nonc34)CC2)cc1C
  Pf Dd2 growth: 12%
COCc1nncn1C1CCN(S(=O)(=O)c2ccccc2C(F)(F)F)CC1
  Pf Dd2 growth: 17%
c1cncc(-c2n[nH]c(CC3CCNC3)n2)c1 (stereo not drawn)
  Pf Dd2 growth: i
COc1ccc([C@H]2C[C@@H](O)[C@@H](O)[C@@H]2NC(=O)c2ccc(OC)c(OC)c2)cc1
  Pf Dd2 growth: -6%[44.1 µM]

# More entries.
SMILES,Pf Dd2 growth
Cn1nc(-c2ccc3ccccc3c2)cc1[C@H]1CN2CC[C@H]1C[C@@H]2CNC(=O)c1cccs1,i
COc1ccc(C(=O)NCC(c2ccc(N(C)C)cc2)N2CCc3ccccc32)cc1OC (stereo not drawn),-8%
CCN1CCN(C(=O)c2ccc3c(c2)N(Cc2cccc(F)c2)C(=O)c2ccccc2S3)CC1,?
Cc1ccccc1Cn1c(=O)n(Cc2ccco2)c(=O)c2oc3ccccc3c21,9%
COCC1CN(S(=O)(=O)c2cccc3cccnc23)CC12CCNCC2 (stereo not drawn),i
COC[C@@H]1CN(C(=O)c2ccccc2)C[C@H]1c1nc(C2CC2)no1,-14%
Cc1ccccc1-c1cnc2n[nH]c(-c3ccccc3)c2n1,i
CCOC(=O)c1c(NC(=O)COc2c(C)cc(Cl)cc2Cl)sc2c1CCCC2,?
CN1c2cc(C(=O)NC3CCCC3)ccc2C(=O)N2CCCCC21 (stereo not drawn),i
O=C(CC[C@H]1NC(=O)c2ccccc2NC1=O)NCCc1nc(-c2ccccc2)cs1,i
CCc1cc(CN(C)C(=O)c2cc(COc3ccccc3F)[nH]n2)on1,?
O=C(c1ccc2c(c1)OCO2)N1C2CCC1CN(Cc1cccnc1)C2,0%
FC(F)(F)c1ccc(CN2CCn3c(nnc3-c3ccccc3)C2)cc1,-16%
CCCNC(=O)N1CCC(Cn2c(C)cnc2-c2cccnc2)CC1,3%
CC1=NS(=O)(=O)N(Cc2ccc(F)cc2F)C=C1C(=O)O,14%

# Going on with the list.
SMILES,Pf Dd2 growth
COc1ccc(C(=O)NCC(c2ccc(N(C)C)cc2)N2CCCC2)cc1 (stereo not drawn),?
Cc1cc2c(cc1C(=O)N1C[C@@H](CN(C)CCO)[C@@H](CO)C1)OCCO2,-21%
COc1ccc(Cl)cc1C(=O)N1CCN(C(=O)c2nnn3c2COC(c2ccccc2)C3)CC1 (stereo not drawn),?
O=C(c1cc(-c2ccccc2O)n[nH]1)N1CCC2(CCNCC2)CC1,1%
COc1ccccc1CNC(=O)C1CCN(S(=O)(=O)c2c(C)noc2/C=C/c2c(C)cc(C)cc2C)CC1,?
O=C(Nc1cccc(OCc2cc(=O)n3ccccc3n2)c1)Nc1cccc(C(F)(F)F)c1,-7%
CCN(CC)CC[C@H]1CN(C(=O)c2ccnc(Cl)c2)CC[C@H]1CC(=O)O,4%[44.1 µM]
COc1cccc(NC(=O)N[C@H]2C[C@@H](c3nc(-c4ccccn4)no3)N(C)C2)c1,?
CCS(=O)(=O)Nc1cc(-c2cn3ccc(C)cc3n2)ccc1C,6%
COc1ccc(NC(=O)CSc2nc(-c3cccc(C)c3)[nH]c2-c2ccccc2)cc1OC,?
O=C(c1ccccc1F)N1CC(c2nnc(-c3ccncc3)o2)C2(CCOCC2)C1 (stereo not drawn),-29%
O=C1N[C@@H]2CCN(S(=O)(=O)c3ccccc3)[C@@H]2C(=O)N1c1ccc(F)cc1,1%[44.1 µM]
Cc1ccc(-n2ncc3c(N4CCC(C(N)=O)CC4)ncnc32)cc1,i
CS(=O)(=O)N1CCCN(c2cc(C3CC(O)C3)nc(N)n2)CC1 (stereo not drawn),-19%
Cc1ccc(NC(=O)Cn2c(-c3ccccc3)nc(C)cc2=O)c(C)c1,i

# Compound activity deposited in PubChem BioAssay by National Center for Advancing Translational Sciences (NCATS).

# These rows are one share of the data; the hit share may differ from the screen's.
